Assay outcomes as filed in PubChem BioAssay.
DTT redox prof: compounds producing H2O2 with reducing agent – biochemical, NIH compound library profiling, artefact control for MLSCN library redox annotation, primary screen | DTT-dependent redox cycling H2O2, phenol red/HRP absorbance; 100% = 100 µM peroxide control, 0% = buffer | activation, % at 10 µM | 200,000 tested, 0.03% active;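 active = activation of at least 50% relative to the plate's high and low controls in the primary single-dose screen; inactive = activation below 50%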;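 also: compound incubated with DTT at 0.8 mM final as the reducing agent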
STAT1 blocker: STAT1 signaling inhibitors, primary screen, cell-based, HTS, luciferase reporter; NIH 3T3 STAT1-luciferase reporter, IFN-gamma, luminescence; inhibition, % at 5.5 µM; 200,000 tested, 0.35% active;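 active = inhibition above a set limit, the mean inhibition across all tested compounds plus 3 SD, cut at about 34% in these data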;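 also: 0% = IFN-gamma with DMSO and 100% = IFN-gamma with 300 µM nifuroxazide; values of inactives mirror those of a sister screen read the other way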
NF-kB expr up: activators of NF-kB expression in neurons, primary screen, cell-based, HTS | human neuronal cells, NF-kB reporter expression; hits give high values | fold change at 12.5 µM | 190,000 tested, 1.6% active | AID 1239, 2008; in the data active = fold change above about 3.3
APP 5'UTR act: activators of APP 5'UTR luciferase reporter, primary screen, SH-SY5Y cells; SH-SY5Y APP 5'UTR luciferase reporter, luminescence; zero percent = DMSO vehicle wells; activation, % at 2 µM; 190,000 tested, 1% active;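 active = activation above a set limit, based on mean plus 3 SD of controls, cut at about 140% in these data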; also: values of inactives mirror those of a sister screen read the other way
STAT3 blocker: IL-6 driven STAT3 reporter inhibitors, primary screen, U3A cells, luciferase, luminescence, MLSCN library. IL-6 STAT3-luciferase reporter; host cell line lacks STAT1. inhibition, % at 5.5 µM. 190,000 tested, 0.89% active;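 active = inhibition above the mean inhibition across all screened compounds plus 3 SD, cut at about 44% in these data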;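 also: 0% = DMSO only wells and 100% = 100 µM nifuroxazide control wells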
STAT3 act: IL-6 driven STAT3 reporter potentiators, primary screen, U3A cells, luciferase, luminescence, MLSCN library; IL-6 STAT3-luciferase reporter; 100% = signal with IL-6 EC80 alone; activation (% of control), % at 5.6 µM; 190,000 tested, 0.91% active;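 active = activation above the screen-wide mean of compound activation plus 3 SD, cut at about 130% in these data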;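 also: 0% = background luminescence of wells with medium and substrate only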
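Assay system – human STAT1-deficient U3A cells with stable STAT3-luciferase reporter · Also added – IL-6 (33 ng/mL) · Schedule – compound 1 h, then IL-6 6 h at 37 °C · Technique – reporter luminescence signal · Evaluation – % activation versus median of IL-6-stimulated wells · Benchmarks – IL-6-only wells as 100% reference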
Hsp70 activator: Hsp70 transcriptional activators, primary screen, cell-based, HeLa, Hsp70 promoter luciferase, luminescence, 10 µM | HeLa Hsp70 promoter luciferase reporter; scaled: vehicle 0, proteasome-inhibitor control 100% | 200,000 tested, 0.04% active | activation, % at 10 µM | AID 1203, 2008;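 active = activation above the mean across all tested compounds plus 3 SD, cutoff set per campaign, cut at about 5.5% in these data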;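 also: 100% = MG132 at 30 µM as the positive control and 0% = DMSO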
Efa HMGR inh: inhibitors of E. faecalis class II HMGR, primary screen, biochemical, Enterococcus faecalis | 190,000 tested, 0.41% active | HMG-CoA reductase (Enterococcus faecalis, mvaE) | inhibition, % at 10 µM | purified E. faecalis HMGR, NADPH absorbance 340 nm kinetic;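 active = inhibition above a set limit, the median over all tested compounds plus 3 SD, cut at about 9.5% in these data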;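 also: enzyme runs in reverse so mevalonate oxidation gives rising NADPH absorbance; 0% = complete reaction with DMSO and 100% = background rate lacking mevalonate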
TLR4 MyD88 comp: inhibitors of TLR4-MyD88 association in cells, primary screen, cell-based, HeLa CL3-4, BLA complementation, FRET ratio; 200,000 tested, 0.18% active; HeLa CL3-4 TLR4/MyD88 BLA complementation; AID 861, 2007; inhibition, % at 8.4 µM; in the data active = inhibition above about 25%;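 also: 0% = vehicle and 100% = reference inhibitor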
Target sequence (O00206 whole entry, looked up): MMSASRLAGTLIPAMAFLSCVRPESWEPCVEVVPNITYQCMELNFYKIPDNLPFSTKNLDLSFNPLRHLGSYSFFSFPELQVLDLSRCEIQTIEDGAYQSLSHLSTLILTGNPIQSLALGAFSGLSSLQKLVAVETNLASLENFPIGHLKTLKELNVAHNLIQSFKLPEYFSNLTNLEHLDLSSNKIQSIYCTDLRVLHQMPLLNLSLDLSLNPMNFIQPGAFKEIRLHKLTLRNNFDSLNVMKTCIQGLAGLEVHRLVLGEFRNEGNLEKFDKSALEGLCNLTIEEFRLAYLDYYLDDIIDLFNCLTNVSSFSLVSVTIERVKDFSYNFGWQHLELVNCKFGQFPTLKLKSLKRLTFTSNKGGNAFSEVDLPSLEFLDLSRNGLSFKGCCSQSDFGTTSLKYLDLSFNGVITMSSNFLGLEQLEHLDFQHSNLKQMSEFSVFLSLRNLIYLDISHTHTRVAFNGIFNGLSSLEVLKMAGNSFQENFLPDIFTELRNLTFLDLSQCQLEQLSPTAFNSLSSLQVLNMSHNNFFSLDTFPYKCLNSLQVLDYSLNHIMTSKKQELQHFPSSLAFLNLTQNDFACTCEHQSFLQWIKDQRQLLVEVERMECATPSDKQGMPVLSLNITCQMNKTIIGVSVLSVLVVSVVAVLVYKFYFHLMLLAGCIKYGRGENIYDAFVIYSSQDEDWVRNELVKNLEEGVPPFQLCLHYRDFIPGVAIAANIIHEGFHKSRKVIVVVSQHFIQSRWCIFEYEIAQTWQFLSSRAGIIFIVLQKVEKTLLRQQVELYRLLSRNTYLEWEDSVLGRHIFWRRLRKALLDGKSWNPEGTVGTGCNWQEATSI
Target sequence (Q99836 whole entry, looked up): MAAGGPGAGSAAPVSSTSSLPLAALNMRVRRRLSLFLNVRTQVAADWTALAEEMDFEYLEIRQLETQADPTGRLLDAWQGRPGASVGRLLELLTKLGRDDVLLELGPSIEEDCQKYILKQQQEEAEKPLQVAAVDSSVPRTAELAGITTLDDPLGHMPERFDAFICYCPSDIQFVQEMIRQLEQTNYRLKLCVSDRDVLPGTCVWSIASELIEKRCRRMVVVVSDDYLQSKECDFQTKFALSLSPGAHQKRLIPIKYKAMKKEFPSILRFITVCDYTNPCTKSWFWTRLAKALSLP
STAT1 activator: STAT1 signaling activators, primary screen, cell-based, HTS, luciferase reporter | 200,000 tested, 2.6% active | NIH 3T3 STAT1-luciferase reporter, IFN-gamma, luminescence; 100% = IFN-gamma alone, no compound | activation (% of control), % at 5.5 µM | AID 932, 2007;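 active = activation above the screen-wide mean activation plus 3 SD, cut at about 130% in these data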;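 also: raw ratio to IFN-gamma control signal so 100% means no change and 0% no light; values of inactives mirror those of a sister screen read the other way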
* marks the source's active call; other numbers are inactive results; & = joins results of further samples. Only part of the results is shown. The share of hits here may be higher or lower than overall.

Molecule	Efa HMGR inh	STAT1 activator	STAT3 blocker	DTT redox prof	Hsp70 activator	STAT3 act	APP 5'UTR act	TLR4 MyD88 comp	NF-kB expr up	STAT1 blocker
OC1/C(=C/c2ccccc2C(F)(F)F)N2CCC1CC2 (configuration not stated)	1	96	0	-0.5	-0.1	110	1	5	1.2	2
O=S1(=O)CC2(N3CCOCC3)CCCCC21 (configuration not stated)	-4	100	-1	-0.8	-0.4	104	19	8	1.1	-2
Cc1ncc(CN2CCCC(C(=O)c3sccc3C)C2)s1 (configuration not stated)	-7	106	0	-0.2	0.0	105	1	-13	1.2	-8
CC(C)(C)NCC(O)c1cc(Cl)c(N)c(Cl)c1 (configuration not stated)	-2	109	3	0.1	-0.2	100	12	-4	0.96	-9
Cc1ccc(/C=C2/C(=O)NC(=O)N(C)C2=O)cc1	1	107	-2	-0.7	0.1	103	-4	-1	1.2	-8
COc1cc(C)c(-c2nc(CN3C[C@@H]4C[C@@H](C3)c3cccc(=O)n3C4)c(C)o2)cc1C	-3	92	3	6.8	-0.1	101	-8	5	0.95	8
CN(C)CCc1nn[nH]n1	2	90	1	2.1	-0.3	103	3	0	1.4	10
CCOC(=O)C1SC2(C(F)(F)C(F)F)CC1(O)c1c(c(OC)c3occc3c1OC)O2 (configuration not stated)	-1	100	17	-0.5	-0.3	89	12	7	0.94	0
CCCNS(=O)(=O)c1ccc(OCC(=O)N2CCN(Cc3ccccc3)CC2)cc1	-4	97	18	2.2	-0.5	89	10	4	1	4
CC1CCN(CC(=O)c2ccccc2Cl)CC1	-4	125	-7	0.5	-0.3	111	-4	-15	1.7	-27
CC1CCCC(C)N1/N=C/c1c[nH]c2ccc(Br)cc12 (configuration not stated)	-3	87	-13	-0.3	-0.5	107	4	-10	0.81	14
CC(=O)Nc1ccccc1C(=O)OCc1cccc(F)c1	3	184*	0	0.2	-0.1	107	3	4	1	-93
COc1ccc(Cn2c(O)c(C=Nc3c(C)n(C)n(-c4ccccc4)c3=O)c(=O)[nH]c2=O)cc1	-4	100	2	0.8	-0.2	102	-4	-6	1.1	0
Cc1cccc(N2CCc3c2nc2ccccc2c3N)c1	-4&-4	98&101	5&6	0.7&-0.2	-0.1&0.1	99&99	13&-3	4&6	0.77&0.51	2&-2
CN1CCN(C(=O)COc2ccc(C(C)(C)C)cc2Br)CC1	0	97	0	0.0	-0.1	100	-1	-5	1.1	4
Cc1nn(-c2ccccc2)c2c1CC1(C(=O)N(C)C(=O)N(C)C1=O)C1CCCCN21 (configuration not stated)	-2	98	-7	1.5	-0.2	110	-9	13	1.2	2
CCn1c(NN=O)nc2ccccc21	3	96	1	-0.7	-0.1	103	-44	13	1	3
Cn1cccc1CN1CCN(C(=O)COc2ccccc2)CC1	-8	102	4	3.0	-0.1	104	11	-18	0.96	-2
O=P(N[C@@H](c1ccccc1)[C@@H]1C[C@H]1CO)(c1ccccc1)c1ccccc1	-7	96	0	0.1	-0.4	97	-7	5	1.2	4
Cc1nnc2n1-c1ccc(Br)cc1C(c1ccccc1Cl)=NC2	0	92	7	2.8	-0.2	99	1	-15	1.4	8
CNP1(NC)=Nc2nn(-c3ccccc3)c(N)c2C(c2ccccc2)=N1	0	91	11	1.5	-0.1	95	5	7	0.98	10
COc1ccc(C(=O)C2CN(C)CC2C(=O)c2ccc(OC)cc2)cc1 (configuration not stated)	-1	111	3	1.8	-0.1	102	3	7	0.84	-12
C=CCOC(=O)C1=C(C)OC(N)=C(C#N)C12C(=O)N(CN1CCOCC1)c1ccccc12 (configuration not stated)	-3	102	8	0.0	-0.2	97	-6	-11	1.5	-2
COc1ccc(-c2cc(=Nc3ccccc3)c3cc(C)ccc3o2)cc1	-6	165*	20	2.5	-0.1	85	134	-3	8.6*	-72
CN1C(=O)NC(=O)/C(=C\C=C\c2ccccc2[N+](=O)[O-])C1=O	3	73	0	7.3	-0.2	101	-29	-2	0.99	27
O=C(c1c[nH]c2ccc(S(=O)(=O)N3CCC4(CC3)OCCO4)cc2c1=O)N1CCC2(CC1)OCCO2	-5	106	9	-0.4	-0.4	97	8	-1	1.2	-4
CC(C)N1C(=O)CC2(CC[N+](C)(CCOC(=O)C(O)(c3ccccc3)c3ccccc3)CC2)C1=O (configuration not stated)	-2	99	9	-0.1	-0.3	93	0	3	0.95	1
Cc1cccc(-n2c(-c3cccs3)nc3ccccc3c2=O)c1	-3	105	1	-0.3	0.3	100	6	2	0.95	-6
CN(C)CCCN=Cc1c(O)n(Cc2ccco2)c(=O)[nH]c1=O	6	107	18	1.0	0.5	93	-3	-1	1.2	-9
COc1ccccc1CN1CCN(C(=O)COc2ccccc2)CC1	-1	97	7	0.1	-0.2	96	2	1	1.1	4
CCCCC(C)C(OC(=O)CC(CC(=O)O)C(=O)O)C(CC(C)CC(O)CCCCC(O)CC(O)C(C)N)OC(=O)CC(CC(=O)O)C(=O)O (configuration not stated)	-11	102	14	0.3	-0.5	98	-1	7	1.1	-2
Cc1ccccc1-n1c(O)c(C=Nc2ccc(N(C)C)cc2)c(=O)[nH]c1=O	4	98	17	0.4	-0.2	91	44	2	1.1	3
Cc1cccc(-n2c(O)c(C=NCc3cccnc3)c(=O)[nH]c2=O)c1C	-5	99	2	1.4	-0.2	102	-9	-8	1	1
O=C1NC(=O)C(=Cc2ccc(SC3CCCCC3)o2)C(=O)N1	2	102	-8	0.1	-0.3	112	-3	10	0.92	0
O=c1c2ccccc2nc(-c2ccc(Cl)cc2Cl)n1-c1ccncc1	-9	99	4	-3.5	-0.2	100	-7	-19	1.3	1
O=C(Nc1nccs1)C(Cl)(Cl)Cl	3	104	10	0.5	0.1	98	-5	-3	1.1	-6
Fc1ccc2c(c1)nnn2C1CCN(Cc2c(Cl)cccc2Cl)CC1	-7	100	2	0.0	-0.4	99	5	-6	0.92	0
O=C(c1ccccc1F)c1cn(Cc2ccc(F)cc2)c2ccccc12	0	102	-4	-0.3	-0.4	101	22	7	0.7	0
CCOc1ccc(-n2c(-c3ccoc3)nc3ccccc3c2=O)cc1	2	96	8	0.6	-0.3	96	16	2	0.99	4
O=C(C1CC(=O)N(C2CCCC2)C1)N1CCC2(CC1)OCCO2 (configuration not stated)	0	92	14	1.0	-0.3	92	7	4	1	9

3 entries already listed, ordered by molecular weight, smallest number first:
Molecule	Efa HMGR inh	STAT1 activator	STAT3 blocker	DTT redox prof	Hsp70 activator	STAT3 act	APP 5'UTR act	TLR4 MyD88 comp	NF-kB expr up	STAT1 blocker
O=C(C1CC(=O)N(C2CCCC2)C1)N1CCC2(CC1)OCCO2 (configuration not stated)	0	92	14	1.0	-0.3	92	7	4	1	9
Cc1cccc(-n2c(O)c(C=NCc3cccnc3)c(=O)[nH]c2=O)c1C	-5	99	2	1.4	-0.2	102	-9	-8	1	1
CCCCC(C)C(OC(=O)CC(CC(=O)O)C(=O)O)C(CC(C)CC(O)CCCCC(O)CC(O)C(C)N)OC(=O)CC(CC(=O)O)C(=O)O (configuration not stated)	-11	102	14	0.3	-0.5	98	-1	7	1.1	-2

New compounds follow
Molecule	Efa HMGR inh	STAT1 activator	STAT3 blocker	DTT redox prof	Hsp70 activator	STAT3 act	APP 5'UTR act	TLR4 MyD88 comp	NF-kB expr up	STAT1 blocker
COc1ccc(C(=O)Oc2cccc3cccnc23)cc1S(=O)(=O)N1CCOCC1	-5	109	-2	-0.9	-0.1	103	0	-3	0.9	-11
CN(C)c1ccc([P+](=O)c2ccc(N(C)C)cc2)cc1	-2	104	-5	0.0	-0.1	105	16	9	0.95	-6
CC(C)C(=O)c1cn(Cc2ccc(C#N)cc2)c2ccccc12	2	94	-4	2.5	-0.3	106	-4	11	0.68	6
COc1ccc2c(c1)CC1(CN2C)C(=O)NC(=O)N(c2ccc(C)cc2)C1=O (configuration not stated)	-2	98	-13	-0.4	0.2	117	-2	0	1	3
OC(c1ccccc1)(c1ccccc1)C1CCNCC1	-3	95	5	-1.9	-0.1	97	10	11	1.2	5
O=C(NC1(C(F)(F)F)Oc2ccccc2O1)N1CCC2(CC1)OCCO2	4	92	10	-0.1	-0.1	94	-14	0	1.1	9
CC(C)(C)c1ccc(C(=O)C2CCCN(C3CCC3)C2)cc1 (configuration not stated)	-6	97	-4	0.6	0.3	106	-8	0	1.3	1
CC(=O)N1CN(C(C)=O)CN(C(C)=O)C1	-1	105	7	-0.5	-0.2	98	-2	3	1.1	-7
COc1ccc(CN2C(=O)NC(=O)/C(=C/c3ccc([N+](=O)[O-])o3)C2=O)cc1	7	87	10	-0.5	-0.2	101	2	-13	0.83	14
O=C(/C=C/c1ccccc1)c1c(O)n(CCc2ccccc2)c(=O)[nH]c1=O	1	99	-7	0.7	0.8	102	7	-6	1.5	1

Some values from the results shown:
STAT1 activator with `CC(C)C(=O)c1cn(Cc2ccc(C#N)cc2)c2ccccc12` : 94
STAT3 act with `O=C(/C=C/c1ccccc1)c1c(O)n(CCc2ccccc2)c(=O)[nH]c1=O` : 102
STAT1 activator with `CC(C)(C)c1ccc(C(=O)C2CCCN(C3CCC3)C2)cc1` (configuration not stated) : 97
DTT redox prof with `COc1ccc(C(=O)Oc2cccc3cccnc23)cc1S(=O)(=O)N1CCOCC1` : -0.9

Following part:
Molecule	Efa HMGR inh	STAT1 activator	STAT3 blocker	DTT redox prof	Hsp70 activator	STAT3 act	APP 5'UTR act	TLR4 MyD88 comp	NF-kB expr up	STAT1 blocker
N#Cc1c(/N=C/c2c(O)n(Cc3ccco3)c(=O)[nH]c2=O)sc2c1CCCC2	6	94	4	0.6	-0.3	99	0	-12	1.1	7
Cc1cccc(N2C(=O)NC(=O)/C(=C/c3cc4c(cc3[N+](=O)[O-])OCO4)C2=O)c1	1	93	8	-0.4	-0.1	103	11	-1	1.2	7
O=C(CNC(=O)c1ccccc1Cl)Nc1ccc(Br)cc1C(=O)c1ccccc1	5	99	3	-0.5	-0.2	96	-2	-7	0.98	1
COc1ccc(CN2CCCC(C(=O)c3sccc3C)C2)cc1O (configuration not stated)	-4	95	6	1.9	-0.3	99	-2	0	1.1	5
[N-]=[N+]=CC(=O)OC[C@H](N)C(=O)O	-1	94	2	0.3	-0.2	100	13	-4	1.1	6
N[C@@H](Cc1c[nH]c2ccccc12)c1nnc(SCc2ccccc2)o1	0	94	2	0.4	-0.3	101	-2	-1	1	7
CCCC[N+]12CCC(CC1)C(C(=O)c1cccs1)C2 (configuration not stated)	-3	95	11	2.8	-0.2	94	5	-7	1.2	6
C=CCn1c(O)c(C=Nc2ccc(N(CC)CC)cc2)c(=O)[nH]c1=O	-4	105	17	0.3	-0.4	88	-15	-5	1.2	-5
O=C1/C(=C/c2cccnc2)N2CCC1CC2	-1	92	1	-0.8	-0.3	101	4	-6	1	8
